Source: PubChem
RAD54 branch – inhibitors of human RAD54 branch migration, primary screen, biochemical, fluorescence, single point | inhibition, % at 10.4 µM | 360,000 compounds, 0.14% hits | DNA repair and recombination protein RAD54-like (Homo sapiens), Q92698 | AID 602329, 2012 | RAD54 Holliday junction branch migration, FAM/BHQ fluorescence;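 active = mean normalized replicate activity at least 40 and at least half of replicates scoring 40 or more; inconclusive = only one of the two criteria met; inactive = mean below 40 and under half of replicates reaching 40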;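 note: 0% = median of neutral control wells and 100% = median of positive control wells; inhibitors cause a drop in the FAM fluorescence signal; in these data hits start at about 50%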
FN deposition inh – inhibitors of fibronectin matrix deposition, primary screen, AH1F cells, Alexa488-fibronectin fluorescence, plate reader. inhibition, % at 12.6 µM. AID 743247, 2014. 350,000 compounds, 0.086% hits. AH1F fibroblasts, overnight;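 active = mean inhibition across replicates of 30% or more, regardless of how many single replicates reach that level; inconclusive = mean under 30% yet at least half of replicates reach 30%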;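 note: positive control wells lacked labelled fibronectin entirely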
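Schedule: 1 h cell adhesion before compound, then overnight fibronectin incubation; test system: AH1F fibroblast monolayer depositing Alexa488-labelled fibronectin into matrix; quantity: 10000 AH1F cells per well; probe or stimulus: fluorescent fibronectin at 24 nM final; signal: fluorescence, ex 485 nm, em 525 nm; evaluation: percent inhibition as loss of matrix-bound fibronectin fluorescence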
EWS-Fli inh – EWS/Fli-driven NR0B1 reporter inhibitors, primary screen, A673 cells, NR0B1 luciferase, luminescence, MLPCN library; viability-normalised; inhibition, % at 12.6 µM; 350,000 compounds, 0.67% hits; AID 651661, 2012;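 active = mean inhibition of at least 50% after viability correction, with every replicate also passing that limit; inconclusive = mean reaches 50% but only one of two replicates passes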;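 note: firefly luciferase signal divided by Alamar Blue viability fluorescence both relative to DMSO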
XiGFP reactiv – activators of inactive X chromosome reactivation, primary screen, imaging, XiGFP fibroblasts, GFP high-content imaging, set 2; XiGFP mouse fibroblasts, % GFP-positive cells imaging, 3 d; cells co-treated with 5-aza-dC sensitizer; scaled so ellipticine positive control = 100%; activation, % at 7.58 µM; 360,000 compounds, 0.055% hits; AID 743238, 2013;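 active = mean normalized replicate activation at least 10% and every replicate at or above 10%; inconclusive = only one of the two criteria met; inactive = mean below 10% and not all replicates reach 10%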;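 note: 0% = median of on-plate neutral control wells and 100% = ellipticine 6 µM median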
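Assay system: SV40-immortalized XiGFP fibroblast cells, line 68-5-11; buffer or medium: DMEM plus 5-aza-dC sensitizer; compound: one concentration, pinned; timing: compounds 3 days, fix/stain 15 min at room temperature; benchmarks: positive control ellipticine, 6 µM final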
RAD52 anneal inh – RAD52 DNA annealing inhibitors, primary screen, biochemical, FRET, single point, set 2. inhibition, % at 18.7 µM. recombinant RAD52 DNA annealing, FRET fluorescence. 360,000 compounds, 0.46% hits. DNA repair protein RAD52 homolog (Homo sapiens), P43351. AID 651710, 2012;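 active = every replicate showing at least 50% inhibition; inconclusive = mean inhibition at least 50% but not in every replicate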
esBAF inh – Bmi1 luciferase reporter increase in mESCs, primary screen, esBAF inhibitor project, mouse ES cells, Bmi1 luciferase knock-in, single point; 350,000 compounds, 2% hits; AID 602393, 2012; reporter increase, % at 12.5 µM; 24 h; 100% = twice the neutral-well signal; in the data active = activation above about 40%; inconclusive = no clear call, values can overlap the other calls;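 note: 0% = median of the plate's neutral control wells and 100% = double that signal; a rise in the Bmi1 reporter signal indicates esBAF inhibition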
E-selectin induc – E-selectin induction in HUVECs, primary screen, imaging, HUVEC, immunofluorescence imaging, single point; P16581; activation, % at 7.58 µM; normalized: neutral wells 0, TNF-alpha wells 100; 260,000 compounds, 0.37% hits;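 active = mean E-selectin-positive cell signal at least 10% of the positive control, reached in at least 60% of replicates, without over 20% cell loss; inconclusive = no rule given, readout overlaps actives, possibly toxicity-flagged; inactive = the rest, including those meeting only one limit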;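 note: in these data hits start at about 27%; measured in HUVEC primary endothelial cells; signal is the percent of cells scored E-selectin positive by PE staining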
Target sequence (P16581 whole entry, looked up): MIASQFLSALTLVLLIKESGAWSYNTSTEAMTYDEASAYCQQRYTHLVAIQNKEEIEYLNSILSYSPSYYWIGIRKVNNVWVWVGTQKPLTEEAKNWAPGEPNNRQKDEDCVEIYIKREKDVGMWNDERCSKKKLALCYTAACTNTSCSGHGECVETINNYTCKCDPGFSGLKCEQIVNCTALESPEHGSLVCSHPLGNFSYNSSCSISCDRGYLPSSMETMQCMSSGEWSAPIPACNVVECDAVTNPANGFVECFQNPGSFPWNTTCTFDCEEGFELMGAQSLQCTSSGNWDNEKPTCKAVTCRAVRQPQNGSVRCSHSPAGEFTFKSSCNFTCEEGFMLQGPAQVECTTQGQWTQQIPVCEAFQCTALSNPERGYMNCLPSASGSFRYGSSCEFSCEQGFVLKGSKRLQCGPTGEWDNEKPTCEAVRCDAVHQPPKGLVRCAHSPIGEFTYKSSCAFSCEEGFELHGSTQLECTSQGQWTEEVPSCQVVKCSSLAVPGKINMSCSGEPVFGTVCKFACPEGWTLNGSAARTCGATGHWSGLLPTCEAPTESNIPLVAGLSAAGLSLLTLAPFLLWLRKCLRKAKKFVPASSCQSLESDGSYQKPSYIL
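Test system – human umbilical vein endothelial cells (HUVEC), E-selectin induction · Input – 3,000 HUVEC seeded per well · Buffer or medium – EGM-2, gelatin · Compound dosing – single-point compound dose · Detection – immunofluorescence imaging · Measure – percent E-selectin-positive cells · Controls – TNF-alpha high, DMSO low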
S100A4 inh HTS – inhibitors of S100A4-myosin IIA peptide binding, primary screen, biochemical, fluorescence polarization, TAMRA-MyoIIA peptide; Protein S100-A4 (Homo sapiens), P26447; inhibition, % at 10.7 µM; 360,000 compounds, 0.14% hits;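 active = mean inhibition of at least 70% across replicates, with every replicate also reaching that level; inconclusive = mean inhibition reaches 70% but some replicates fall short; inactive = mean inhibition below 70%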
Target sequence (P26447 whole entry, looked up): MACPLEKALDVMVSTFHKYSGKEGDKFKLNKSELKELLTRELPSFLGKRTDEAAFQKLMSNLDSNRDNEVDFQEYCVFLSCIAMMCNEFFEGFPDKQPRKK
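assay system = human S100A4 monomer with TAMRA-labelled myosin IIA peptide | also added = labelled myosin peptide probe, 5 nM | incubation = 5 min between mix addition and reading | control set = DMSO and TFP controls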
* = called active by the depositor; ? = inconclusive; . = no result given; & = joins results of further samples.

SMILES	RAD54 branch	FN deposition inh	EWS-Fli inh	XiGFP reactiv	RAD52 anneal inh	esBAF inh	E-selectin induc	S100A4 inh HTS
NCC(O)(c1ccc(Cl)cc1)c1ccc(Cl)cc1	9	.	3	0.0	1	0	.	-6
Nc1c(-c2ccccc2)c(CN2CCOCC2)nn1-c1ccccc1	.	-6	8	0.0	-11	.	-0.1	-3
Cc1cc(C)c2c(=O)[nH]n(C3CCCCCC3)c2n1	.	2	-1	-0.1	-2	.	4.0	-27
Cc1c(OC(C)C(=O)NCC2CCC(C(=O)O)CC2)ccc2c1oc(=O)c1ccccc12 (configuration not stated)	6	.	-12	.	-13	6	.	-3
COc1ccc(CCNC(=O)c2cc(-c3ccc(Cl)c(Cl)c3)oc2C)cc1	.	3	2	0.0	-13	.	-2.3	4
CC(=O)OC[C@H]1O[C@@H](Sc2cccc3cccnc23)[C@H](OC(C)=O)[C@@H](OC(C)=O)[C@H]1OC(C)=O	-13&-2	-3	1	-0.1	-7	0	.	3&-3
O=C1N(c2ccccc2)C(=Nc2ccccc2)SC12CC2	.	-1	8	0.2	-16	.	-0.1	-2
CCC(=O)Nc1ccc2c(c1)OC[C@H](C)N(Cc1ccccc1OC)C[C@@H](C)[C@H](OC)CN(C)C2=O	2	0	-1	0.4	1	3	0.0	14
O=C(Nc1ccc(F)cc1)N1CC(=O)N2[C@H](CO)[C@@H](c3ccc(C#Cc4cccnc4)cc3)[C@@H]2C1	.	7	-1	0.0	-4	.	0.1	5
C[C@H](CO)N1C[C@H](C)[C@@H](CN(C)Cc2ccc(C(=O)O)cc2)OCCCC[C@H](C)Oc2ccc(NC(=O)c3ccccc3)cc2C1=O	4	9	-3	0.3	-2	-3	-0.1	-1
O=C(NCc1cccc(Cl)c1)c1cccc(S(=O)(=O)N2CCCC2)c1	-6	-11	7	0.0	-14	-5	0.7	0
C[C@H](CO)N1C[C@H](C)[C@@H](CN(C)Cc2ccc(Cl)c(Cl)c2)Oc2ccc(NC(=O)C3CC3)cc2C1=O	-9	6	-6	-1.2	9	-2	0.0	-12
OC(c1cc(F)cc(Cl)c1)c1ncc(-c2ccccc2Cl)[nH]1 (configuration not stated)	-8	5	3	0.1	-17	5	0.3	-2
OC[C@@H]1[C@@H](c2ccccc2)C2(CN(Cc3cccnc3)C2)N1Cc1cccnc1	.	4	-7	0.2	-30	.	0.1	0
CCN(CC)CCn1c2c(c(SCC(=O)Nc3ccc4c(c3)OCO4)nc1=O)CCC2	7	2	3	0.1	0	-3	-1.4	46
CO[C@H]1CN(C)C(=O)c2cc(NC(=O)c3ccc(-c4ccccc4)cc3)ccc2OC[C@H](C)NC[C@H]1C	30	7	22	0.2	14	3	.	6
CCCC#Cc1ccc2c(c1)O[C@H](CN(C)C(=O)C1CC1)[C@H](C)CN([C@H](C)CO)S2(=O)=O	-5	.	14	-1.3	3	4	0.3	-13
COc1cc(/C=C/C(=O)OCC(=O)N2CCCCCC2)cc(OC)c1OC	7	2	1	0.3	-5	-8	1.2	3
Cc1cnc(C(=O)OCC(=O)Nc2ccccc2-c2ccccc2)cn1	-1	-6	9	0.1	-15	5	-0.4	-13
CCc1nnc(NC(=O)CCNC(=O)c2ccccc2Cl)s1	-6	-4	3	0.0	-1	3	.	-1
O=[N+]([O-])c1ccccc1N=Nc1ccc(O)cc1	.	0	-50	0.1	-11	.	.	1
N#Cc1cccc(-c2ccc3c(c2)[C@H]2[C@H](CCN2S(=O)(=O)c2ccccc2F)[C@H](CO)N3)c1	-6	-5	18	-0.1	-84	-1	0.1	-6
Cc1cc(N2C(=O)C(O)=C(C(=O)c3ccco3)C2c2cccc(O)c2)no1 (configuration not stated)	-4	-9	8	0.8	-1	1	.	-1
CC1(c2ccc([N+](=O)[O-])cc2)NC(=O)N(CC(=O)c2ccc3c(c2)OCO3)C1=O (configuration not stated)	-9	-4	4	-0.1	-11	7	.	-2
Cc1ccc(NC(=O)c2cccc3ccccc23)cc1	4	9	-105	0.1	-15	61*	.	0
COc1ccc(CNCC(O)(c2ccccc2)c2ccc(F)cc2)cc1OC (configuration not stated)	-5	-1	11	0.2	-20	0	-0.3	-4
Cc1c(NC(=S)NC(=O)c2ccc(COc3ccccc3)cc2)cccc1C(=O)O	-9	12	.	-0.1	2	21	-0.5	-1
COCCCNC(=S)NNC(=O)c1cc(-c2ccncc2)nc2ccccc12	-2	0	-3	0.4	-8	.	-3.3	-3
O=C(CN1C(=O)/C(=C\c2ccc(F)cc2)Oc2ccccc21)N1CCN(c2ccccn2)CC1	0	1	25	0.0	-11	.	.	-7
CC(=O)Nc1cccc(NC(=O)c2ccccc2Cl)c1	13&-2	-6	-7	-0.2	-2	-5	.	-2
CN1C(=O)c2cc(NC(=O)c3ccc(F)c(F)c3)ccc2OC[C@@H]2O[C@@H](CC(=O)O)CC[C@@H]21	-3	-8	1	0.5	.	2	0.1	.
C[C@@H]1CN([C@H](C)CO)C(=O)c2cc(C3=CCCC3)cnc2O[C@H]1CN(C)S(C)(=O)=O	7	.	-165	-0.3	4	1	1.1	11
O=C1NCCCC1C(=O)N/N=C/c1cccc(Cl)c1 (configuration not stated)	.	-34	7	0.3	-9	.	2.5	-2
CO[C@H]1CN(C)C(=O)c2ccc(NC(C)=O)cc2OC[C@H](C)N(C(=O)c2ccncc2)C[C@@H]1C	5	-2	5	0.3	-5	-21	0.0	4
CCN(CC)C(=O)Cn1cnc([N+](=O)[O-])n1	-2	.	0	.	-12	1	.	8
CCc1ccc(C(C)NC(=O)c2ncn[nH]2)cc1 (configuration not stated)	0	-3	.	-0.2	.	-2	.	.
C[C@@H]1CN([C@H](C)CO)C(=O)c2cc(NC(=O)NC3CCCCC3)ccc2O[C@H]1CN(C)C(=O)Nc1ccccc1	3	.	2	-0.9	14	1	0.2	-1
O=C(CSc1ccc(-c2cccs2)nn1)Nc1ccccc1F	.	-5	-5	0.1	-13	.	.	5
O=C(C[n+]1ccccc1)N1c2ccccc2Sc2ccccc21	.	.	-12	0.1	0	.	.	-3
COC(=O)C[C@@H]1CC[C@@H]2[C@H](COc3ccc(NC(=O)Nc4ccccc4C)cc3C(=O)N2C)O1	7	-11	-8	0.3	-3	-5	0.0	36
CCCC(=O)NC(c1ccc(OC)c(OC)c1)c1cc(Cl)c2cccnc2c1O (configuration not stated)	.	-7	10	1.3	-29	.	.	0
CC(C)CC#Cc1cnc2c(c1)C(=O)N([C@@H](C)CO)C[C@H](C)[C@@H](CN(C)C(=O)CCN1CCCCC1)O2	9	-2	3	-0.8	10	-1	0.0	15
CC(=O)N1CCc2c(sc(NC(=O)c3ccc4c(c3)OCCO4)c2C#N)C1	-6	0	-20	0.1	-126	10	0.2	14
O=C(CC1C(=O)NCCN1Cc1cccc(Oc2ccccc2)c1)NCC1CCOCC1 (configuration not stated)	.	.	2	0.0	-32	.	.	0
CC1=C/C(=N\NC(=S)NCCc2ccccc2)CC(C)(C)C1	0	-11	-14	0.0	-13	?	5.5	4
CCCCCC(=O)Nc1cccc(C2=NOC3(C2)C[C@H](C(N)=O)N(C(=O)c2ccccc2C(=O)c2ccccc2)C3)c1 (some centres not stated)	-9	6	2	0.0	-212	.	.	-10
Cc1ccccc1S(=O)(=O)NCC[C@@H]1CC[C@@H](NC(=O)C2CC2)[C@H](CO)O1	1	-2	2	-0.1	5	-7	-0.5	2
C/C=C/c1ccc(OCC(=O)OCC(=O)NC2CC2)c(OC)c1	.	10	2	0.1	-30	.	2.3	-3
Cc1ccc(NC(=S)Nc2cc(-c3ccccc3)[nH]n2)cc1Cl	5	5	-10	0.0	-5	5	12	1
CCCNC(=O)C[C@H]1CC[C@H]2[C@@H](COc3ccc(NC(=O)C4CCOCC4)cc3C(=O)N2C)O1	.	.	.	0.0	1	.	-0.1	11
COc1cc(NC(=O)Cn2cnc(S(=O)(=O)N3CCc4ccccc43)c2)cc(OC)c1OC	3	4	-3	0.4	2	3	.	-2
C[C@@H]1CN([C@H](C)CO)C(=O)c2cc(NS(=O)(=O)c3ccc(Cl)cc3)ccc2O[C@@H]1CN(C)C(=O)Nc1ccccc1	-2	.	0	-0.1	-14	1	-15	2
CC(C)[C@H](N)C(=O)NC[C@H]1O[C@@H](n2cnc3c(N)ncnc32)[C@H](O)[C@@H]1O	9	5	0	0.1	-15	-1	0.0	3
C[C@@H](c1ccccc1)N1C[C@H]2CCCN2c2cc(Br)ccc2S1(=O)=O	7	-6	63*	0.0	2	1	0.3	-4
C[C@H](CO)N1C[C@H](C)[C@@H](CN(C)S(=O)(=O)c2ccccc2)Oc2ccc(NC(=O)CCCCCC(=O)Nc3ccccc3N)cc2CC1=O	-4	.	11	-0.1	-5	0	0.0	33
CCOC(=O)C1=CCN(S(=O)(=O)c2cccc(Cl)c2)C1c1ccc(C)cc1 (configuration not stated)	-8	3	0	0.4	-9	-6	0.0	-2
Cc1ccccc1S(=O)(=O)N1[C@H](C#N)[C@H](c2ccc(C#CC3CCCC3)cc2)[C@@H]1CO	.	3	13	0.2	-39	.	0.5	36
O=[N+]([O-])c1cccc(NC(=S)Nc2nc(-c3ccc(Cl)cc3Cl)cs2)c1	.	-43	.	-0.1	-6	.	0.9	0
CCCN1C[C@@H](C)[C@@H](OC)CN(C)C(=O)c2cc(NS(=O)(=O)c3ccccc3)ccc2OC[C@H]1C	-2	-11	0	0.0	-1	-3	-0.4	-14
O=C1NC[C@H](Cc2ccc(O)cc2)N(C[C@@H]2CCCN2C[C@H](Cc2ccc(O)cc2)N2C[C@H](Cc3ccccc3)N(CC3CCCCC3)C(=O)C2=O)C1=O	.	-8	2	0.0	29	.	-0.3	-1
CN1N=C(C(=O)N2CCc3c([nH]c4ccccc34)C2c2c(F)cccc2Cl)CCC1=O (configuration not stated)	.	3	-3	0.1	-18	.	0.1	-1
Cn1c(=O)oc2cc(S(=O)(=O)NC3CCCCC3)ccc21	-17	1	-6	0.2	-5	3	-0.1	-6
N/C(=N\OC(=O)c1ccco1)c1cccc([N+](=O)[O-])c1	.	-6	-85	0.0	-9	.	.	-16
